PERK inh = inhibitors of human PERK kinase; Q9NZJ5; CHO PERK-DD fusion, SEAP luminescence translation reporter; inhibition, % at 5.6 µM; hit rate 0.17% among 220,000; AID 1416;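 active means inhibition above the mean inhibition of all tested compounds plus 3 SD, set separately per screening campaign, cut at about 2.9% in these data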;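 further: PERK kinase domain activated by AP20187 dimerizer at 100 nM; 0% = DMSO with dimerizer and 100% = rapamycin at 8.4 µM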
BaF3 tox = counter-screen for JAK2V617F inhibitors: parental Ba/F3 viability inhibitors. CellTiter-Glo ATP luminescence. inhibition, % at 5.6 µM. hit rate 1.1% among 220,000;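 active means inhibition above a per-campaign cutoff, the mean inhibition of all tested compounds plus 3 SD, cut at about 27% in these data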;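 further: 0% = DMSO wells and 100% = JAK Inhibitor I control wells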
Calpain2 inh = blocks pig calpain II enzyme activity | AID 1236 | inhibition, % at 16 µM | purified calpain II, fluorogenic peptide substrate, 30 min | hit rate 0.37% among 220,000;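 active means inhibition above about 50%, limit read from the data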
S1P4 antag = antagonists of human S1P4 receptor | O95977 | S1P4-expressing cells, antagonist mode, reporter read-out | inhibition, % at 4.98 µM | hit rate 0.26% among 220,000; in the data active means inhibition above about 29%;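 further: 0% = wells stimulated with agonist and 100% = vehicle wells without agonist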
Target sequence (O95977 whole entry, looked up): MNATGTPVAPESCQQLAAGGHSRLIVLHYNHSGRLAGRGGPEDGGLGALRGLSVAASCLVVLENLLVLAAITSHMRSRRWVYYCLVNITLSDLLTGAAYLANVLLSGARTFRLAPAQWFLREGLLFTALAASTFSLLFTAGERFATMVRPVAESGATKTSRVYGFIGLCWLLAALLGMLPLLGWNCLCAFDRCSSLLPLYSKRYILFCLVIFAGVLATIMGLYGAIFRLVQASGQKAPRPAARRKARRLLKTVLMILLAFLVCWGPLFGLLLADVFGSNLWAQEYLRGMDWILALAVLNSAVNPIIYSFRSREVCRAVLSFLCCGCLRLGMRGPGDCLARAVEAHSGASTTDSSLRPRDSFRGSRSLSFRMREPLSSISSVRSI
TRPML3 ag = agonists of human TRPML3 channel | Q8TDD5 | HEK293 TRPML3-YFP, Fluo-8 calcium fluorescence; 100% = the carbachol control signal | activation, % at 3 µM | hit rate 0.29% among 220,000;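 active means activation above its plate's cutoff, the mean activation of the plate's test wells plus 3 SD, cut at about 12% in these data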;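 further: 0% = DMSO only wells and 100% = carbachol wells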
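Test system: TRPML3-YFP stable HEK293 cells. Doses: single point at 3 µM. Incubation: dye loading 1 h 37 °C then 30 min ambient, 125 s read. Signal: Fluo-8 calcium dye fluorescence, ex 470-495, em 515-575 nm. Measure: percent activation from peak-to-basal fluorescence ratio, scaled between DMSO and carbachol.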
TRPN1 ag = activates the zebrafish TRPN1 channel; HEK293 zebrafish TRPN1-YFP, Fluo-8 calcium fluorescence; 100% = response to 87 µM carbachol; AID 1424; activation, % at 3 µM; hit rate 0.18% among 220,000;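 active means activation above its plate's cutoff, the mean activation of test wells on that plate plus 3 SD, cut at about 19% in these data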;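 further: 0% = DMSO alone and 100% = 87 µM carbachol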
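Material: zebrafish TRPN1-YFP in HEK293 cells. Doses: one dose of 3 µM, 0.3% DMSO. Incubation: dye 1 h 37 °C plus 30 min RT. Measured by: intracellular calcium fluorescence with Fluo-8.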
Ba/F3 V617F tox = reduce viability of Ba/F3 cells dependent on JAK2V617F | hit rate 1.1% among 220,000 | AID 1446 | Ba/F3 EpoR-JAK2V617F viability, ATP luminescence | inhibition, % at 5.6 µM;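 active means inhibition above the campaign mean plus 3 SD over all tested compounds, cut at about 24% in these data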;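 further: cytokine-independent growth of Ba/F3 cells driven by EpoR plus mutant JAK2; 0% = DMSO-treated cells and 100% = JAK inhibitor I control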
S1P4 ag = activates the human S1P4 receptor; S1P4-expressing cell line, agonist reporter assay; activation, % at 4.98 µM; hit rate 0.35% among 220,000; in the data active means activation above about 11%;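 further: 0% = DMSO vehicle and 100% = reference agonist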
EP2 mod = modulates human prostaglandin E2 receptor EP2 signaling; hit rate 0.83% among 260,000; EP2-expressing cells, cAMP HTRF FRET, PGE2 co-stimulation; induction, % at 25 µM; AID 940; P43116;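 active means compounds whose cAMP rise, as percent of the full-agonist control response, exceeds 60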;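 further: rat C6 glioma line stably carrying human EP2 under a CMV promoter; the protocol text gives 20 µM as final concentration; 100% = response of wells given 1 µM PGE2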
Target sequence (P43116 whole entry, looked up): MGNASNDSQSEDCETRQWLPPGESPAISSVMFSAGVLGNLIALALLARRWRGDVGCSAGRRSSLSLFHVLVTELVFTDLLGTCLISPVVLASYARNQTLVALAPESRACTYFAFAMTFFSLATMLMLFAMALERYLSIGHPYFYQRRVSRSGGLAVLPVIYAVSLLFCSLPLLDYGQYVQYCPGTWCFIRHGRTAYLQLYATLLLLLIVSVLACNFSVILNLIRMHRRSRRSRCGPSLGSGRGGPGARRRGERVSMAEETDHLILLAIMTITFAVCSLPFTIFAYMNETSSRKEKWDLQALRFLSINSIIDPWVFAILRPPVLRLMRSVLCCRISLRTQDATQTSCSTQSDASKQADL
* = called active by the depositor; i = inactive; & = joins results of further samples.

SMILES	PERK inh	BaF3 tox	Calpain2 inh	S1P4 antag	TRPML3 ag	TRPN1 ag	Ba/F3 V617F tox	S1P4 ag	EP2 mod
O=C(c1ccco1)N1CCN(c2ncnc3c2[nH]c2ccc(Br)cc23)CC1	-1.1	1.8	-38.3	14.2	2.6	3.4	0.4	7.6	-64.9
OCCC1CN(Cc2cn[nH]c2C2CCCCC2)CCN1C1CCCCC1 (configuration not stated)	-0.2	5.4	27.9	10.2	0.5	1.3	1.9	-0.6	-20.4
COc1ccccc1C1/C(=C(/O)c2ccccc2)C(=O)C(=O)N1CC(C)O (configuration not stated)	0.5	2.4	29.6	-6.4	0.7	0.0	-1.3	0.4	6.2
O=C(Cn1cnc2c(nnn2Cc2ccc(F)cc2)c1=O)NCc1ccccc1	0.9	0.0	13.2	-13.9	1.6	1.4	-1.9	-0.3	-0.1
Cc1cccc(-n2nnnc2SC(C)C(=O)NCCC2=CCCCC2)c1 (configuration not stated)	-0.3	8.0	14.6	-0.3	-0.1	-0.3	0.5	1.0	12.6
Cc1ccc(-c2cc(C(=O)NCc3cn(C)nc3C)c3cc(Br)ccc3n2)cc1	-1.1	4.9	-77.5	-7.7	0.5	1.0	-0.7	0.4	34.2
Cc1nc(N2CCN(S(=O)(=O)c3ccccc3C#N)CC2)c2c(-c3cccs3)csc2n1	0.4	8.7	-33.9	1.4	0.6	-0.6	-1.2	-0.3	4.2
Cc1nnsc1C(=O)Nc1cccc(Cl)c1	0.2	13.0	-45.0	-15.0	0.6	1.9	1.8	-0.9	2.6
COc1ccc(CCN=C(N)NS(=O)(=O)c2ccc3ccccc3c2)cc1	0.1	6.0	7.3	-8.4	-0.8	-1.4	-3.0	-0.3	-9.0
Cc1[nH]n(C(N)=S)c(=O)c1N=Nc1ccc(S(=O)(=O)N2CCCC2)cc1	0.6	5.2	7.5	-6.7	-0.3	1.4	0.5	0.4	-0.8
NC(=Nc1ccc(Cl)cc1)c1ccccc1	0.9	12.7	5.4	7.8	5.1	12.0	4.0	0.6	-48.4
CCOC(=O)C(=O)Nc1nc(-c2ccccc2)c(-c2ccccc2)o1	-0.4	3.0	-7.0	-11.7	-0.8	3.0	5.0	0.1	-1.2
O=C1CCC(=O)N1CNc1ccc(Oc2ccccc2)cc1	1.7	0.6	-2.6	-7.7	2.0	1.0	-1.3	0.1	9.9
CC1=C(C(=O)Nc2cccc(F)c2)C(c2ccsc2)C2=C(CC(C)(C)CC2=O)N1 (configuration not stated)	-0.9	49.2*	-180.5	-2.1	0.0	-0.4	81.2*	2.3	22.1
CCC(=O)N1c2ccc(S(=O)(=O)CCC(=O)NCCC3=CCCCC3)cc2CC1C (configuration not stated)	-0.5	4.0	1.9	7.9	1.2	3.4	0.1	0.8	-6.2
COC(=O)c1cc(CSc2nnc(NC3CCCCC3)s2)oc1C	-0.1	4.0	12.0	-21.6	0.4	2.7	-0.3	1.8	5.2
O=C1c2ccccc2C(=O)N1CCCCN(C(=O)c1ccc([N+](=O)[O-])cc1)c1ccc(Cl)cc1	-0.8	4.1	-36.1	6.8	-0.4	1.1	1.9	-2.1	27.7
CCNC(=O)COc1cccc2ccccc12	-0.4	5.9	-51.1	3.5	0.5	0.2	4.2	1.5	-0.8
O=[N+]([O-])c1ccc(CSc2nc3ncc(Br)cc3[nH]2)cc1	-0.1	-5.7	-38.0	2.2	0.1	-0.1	-0.6	-2.1	55.0
CCCNC(=O)c1cc(-c2ccco2)on1	1.0	7.7	-16.1	21.9	0.2	1.1	6.3	-4.3	-4.7
CCC(NC(=O)NCc1cccnc1)(C(F)(F)F)C(F)(F)F	0.7	0.6	-38.1	-22.6	-0.5	-0.5	-5.0	-2.7	12.9
O=C(NCCNc1ccc([N+](=O)[O-])cc1)c1ccco1	0.3	5.2	28.5	4.9	0.1	0.3	3.6	-1.4	-25.9
CN(Cc1ccc2nonc2c1)Cc1nc(CC2CC2)no1	1.1	-0.4	-14.8	10.6	-0.2	-1.0	-0.9	-0.7	12.0
COc1ccc(C(=O)Nc2ccc(S(=O)(=O)N3CCCCC3)cc2)cc1OC	-0.9	2.5	-1.7	7.6	0.4	1.3	-1.2	0.2	-2.7
CN(CC(=O)Nc1ccc(F)cc1)C(=O)COc1ccc(C(=O)c2ccccc2)cc1	-0.3	8.0	36.3	-3.0	0.7	0.1	2.4	2.9	5.1
Cc1ccc(C)c(N(CC(N)=O)S(C)(=O)=O)c1	0.4	2.9	-38.4	1.0	0.9	-0.7	-3.4	-3.0	14.8
C=CCN(C(=O)CCC(=O)O)C1CC(=O)N(c2ccc(OC)cc2)C1=O (configuration not stated)	0.1	5.5	3.1	-7.3	0.2	1.1	0.7	0.5	8.9
O=C(C1CCCN(S(=O)(=O)c2cccs2)C1)N1CCN(C2CCCCC2)CC1 (configuration not stated)	-1.0	-0.2	12.1	-2.6	0.3	1.4	-3.5	3.5	9.0
C#CCNC(=O)C1=C[C@@H](c2coc3ccccc3c2=O)C[C@@H](OCCCCO)O1	0.4	1.8	17.3	7.5	0.5	0.5	0.3	-0.4	4.9
COc1ccc(S(=O)(=O)N2CCN(C(=O)c3cccc(Cl)c3)CC2)cc1	-1.0	0.8	-22.8	-6.0	-0.6	-1.1	-1.5	1.3	-15.9
CCOC(=O)NC(=O)/C(C=Nc1ccc(Cl)c(Cl)c1Cl)=C(\C)O	0.4	4.8	1.9	0.1	0.9	1.8	2.5	0.0	1.3
O=C(NCCc1nc(-c2ccccc2)cs1)c1ccc(Br)cc1	-0.5	-0.6	2.5	-12.3	0.8	1.2	-4.5	1.0	-94.7
O=C(Cc1ccc(-n2cccc2)cc1)NCc1ccccc1Cl	0.9	6.3	-19.1	0.3	-1.1	-1.8	-1.0	-0.7	-91.0
Cc1nc(-c2ccccc2)sc1C(=O)CSc1ccc(Cl)cc1	0.8	3.4	63.6*	-8.9	1.2	0.2	-2.5	-0.3	1.0
Cc1ccnc(NC(=O)Nc2ccc(F)cc2)c1	-0.4	4.6	-16.9	20.6	0.4	0.3	-0.6	-0.2	7.2
COc1ccc(C(C(=O)NC(C)(C)C)N(C(=O)CNC(=O)c2cccs2)c2ccc(NC(C)=O)cc2)cc1OC (configuration not stated)	-0.3	-4.6	1.7	-15.3	0.9	0.7	-5.9	-0.1	-0.2
CC/C(C)=N/Nc1nc(-c2cc3cccc(OC)c3oc2=O)cs1	1.5	-1.4	-15.4	-16.9	0.2	0.1	-1.7	-0.2	-13.7
O=C(O)C1CC=CCC1C(=O)Nc1ccc(F)c(F)c1 (configuration not stated)	1.2	2.7	-21.6	-3.6	0.7	0.7	-0.8	1.2	31.5
COC(=O)c1c(O)c2c([nH]c1=O)CCCC2	1.7	3.6	-27.6	-8.3	-0.1	0.0	-5.0	2.0	9.0&19.2
CCOC(=O)c1c(/N=C/c2cc(C)ccc2O)sc2c1CCN(C)C2	0.7	2.8	19.3	-19.1	0.6	1.3	-1.4	2.8	0.4

Full records, looked up by structure. Values in the order: PERK inh, BaF3 tox, Calpain2 inh, S1P4 antag, TRPML3 ag, TRPN1 ag, Ba/F3 V617F tox, S1P4 ag, EP2 mod
COc1ccc(C(C(=O)NC(C)(C)C)N(C(=O)CNC(=O)c2cccs2)c2ccc(NC(C)=O)cc2)cc1OC (configuration not stated) as listed: -0.3, -4.6, 1.7, -15.3, 0.9, 0.7, -5.9, -0.1, -0.2
CCOC(=O)c1c(/N=C/c2cc(C)ccc2O)sc2c1CCN(C)C2 as listed: 0.7, 2.8, 19.3, -19.1, 0.6, 1.3, -1.4, 2.8, 0.4

(listing goes on)
SMILES	PERK inh	BaF3 tox	Calpain2 inh	S1P4 antag	TRPML3 ag	TRPN1 ag	Ba/F3 V617F tox	S1P4 ag	EP2 mod
CCOC(=O)C(=O)/C(C#N)=C/Nc1ccccc1	0.3	3.0	27.4	-1.1	0.4	-0.5	-1.5	-1.7	1.3
COc1ccc(-c2cc(C(=O)Nc3ccc(S(=O)(=O)Nc4ncccn4)cc3)c3ccccc3n2)cc1	1.8	-2.0	-59.9	4.2	0.2	0.9	-0.1	0.6	-15.3
CCOC(=O)C1CCCN(CC(=O)/C=C2/N(C)c3ccccc3C2(C)C)C1 (configuration not stated)	-1.7	3.9	-131.7	9.2	0.5	-0.1	0.8	-1.2	-5.8
CCCOc1ccc(/C(O)=C2/C(=O)C(=O)N(CCCN3CCOCC3)C2c2ccncc2)cc1 (configuration not stated)	0.6	1.6	-7.8	-2.6	0.3	1.0	-0.1	0.0	16.6
Nc1ccccc1C(=O)Nc1nccs1	2.1	7.2	i	4.5	-0.4	0.3	-1.0	1.2	-66.4
Cc1ccc(NC(=O)CSc2nnc(Cc3cccn3C)n2-c2ccc(F)cc2)c(C)c1	-0.8	6.6	-26.3	-10.6	-0.9	-0.6	-2.1	-1.0	-0.2
O=C(/C=C/c1ccccc1)N(c1ccccn1)C1CCCCC1	-0.9	7.1	11.6	5.9	-0.2	-0.2	4.9	-0.2	22.0
CC(C)c1nc(NCc2ccccc2)c(C#N)c2c1CCCC2	-0.2	1.9	-75.1	-10.3	0.8	-1.6	-1.1	-0.3	33.7
COc1cccc(C2c3[nH]c4ccccc4c3CCN2CCCn2cccn2)c1 (configuration not stated)	-0.4	3.0	-38.1	0.6	0.5	-0.4	3.6	-1.5	10.6
N/C(Cc1nc(-c2ccc(F)cc2)cs1)=N\O	-0.2	2.5	17.2	13.9	0.9	1.1	1.2	-0.4	-10.2
Cc1cc(C)c(C#N)c(SCC(=O)c2ccc(Cl)cc2Cl)n1	0.1	-0.2	12.4	-9.6	-0.2	0.6	-0.9	0.9	22.9
COC(=O)c1nnn(CC(=O)NC(=O)Nc2cccc(C)c2C)c1C(=O)OC	0.1	5.1	10.2	-17.6	2.1	4.7	2.2	1.4	-13.9
COC(=O)CNC(=O)C(NC(=O)c1ccc(Cl)cc1)C(C)C (configuration not stated)	0.9	-0.1	-10.0	-15.3	0.6	-1.1	-1.2	0.6	14.0
Oc1ccc(CN2CCc3ccccc3C2)c2cccnc12	-0.8	76.7*	-19.3	-5.0	0.5	1.3	75.3*	1.4	-9.1
COc1ccc(CN(C)Cc2ccccc2)c(OC)c1OC	0.5	5.1	-3.0	-15.6	0.7	1.7	-1.9	2.3	16.6
COC(=O)c1nnn(-c2nonc2N)c1CSc1nnc(N)s1	1.3	10.9	-15.2	-17.7	0.3	0.3	1.2	-1.5	-2.1
COC(=O)c1ccc(N=Cc2c(C(F)(F)F)[nH][nH]c2=O)cc1	-0.3	3.3	-24.7	-5.5	1.1	0.8	-3.8	-0.1	25.2
CCOC(=O)c1c(C)[nH]c(C(=O)CSc2nnc(-c3cccs3)n2Cc2ccccc2)c1C	0.7	7.3	-73.2	-0.3	-0.7	-0.3	-4.9	2.1	32.2
COc1ccc(C(=O)N/C(=C\c2cc(OC)c(OC)cc2[N+](=O)[O-])C(=O)NCCO)cc1	1.0	4.7	-16.2	6.4	0.3	-0.8	0.0	1.1	26.9
CN(CCOc1ccc(Cl)cc1)c1ccc(S(=O)(=O)N2CCCCC2)cn1	-0.8	5.7	30.5	-9.4	44.6*	0.8	0.5	-0.8	-10.9
COc1ccc(OCCOCCOc2ccc(C)cc2[N+](=O)[O-])cc1	-0.3	10.8	12.7	-19.2	-0.4	-0.6	5.9	30.4*	-15.0

High-throughput results: PubChem, several laboratories
